Source: PubChem BioAssay (several laboratories)
Rtt109 Vps75: C. albicans Rtt109 histone acetyltransferase inhibition; purified Rtt109/Vps75, ThioGlo CoA-SH fluorescence, 4 h; inhibition, % at 34.9 µM; 330,000 compounds, 0.16% hits;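 active means inhibition of at least 50% in every replicate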
PvdQ acylase: blocks Pseudomonas aeruginosa PvdQ acylase activity; purified PvdQ acylase, fluorescence plate reader; inhibition, % at 10 µM; AID 488965; 340,000 compounds, 0.063% hits; in the data active means inhibition above about 30%, passing the limit was not always enough;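 further: 0% = vehicle neutral wells and 100% = reference inhibitor wells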
cardiac RTF act: cardiac RTF calcium sensitization; P19429+P45379; IANBD-labeled TnC RTF fluorescence at EC20 calcium; 0% EC20 calcium, 100% full calcium; activation, % at 7.2 µM; 340,000 compounds, 0.24% hits;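 active means activation above the mean over all tested compounds plus 3 SD, cut at about 30% in these data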;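 further: rise in fluorescence read as greater calcium sensitivity of cardiac thin filaments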
Keap1 Nrf2 FP: Keap1-Nrf2 (human) interaction inhibition; Q14145; Keap1 Kelch-Nrf2 peptide fluorescence polarization, 1536-well; inhibition, % at 9.4 µM; 340,000 compounds, 0.15% hits; AID 504523; in the data active means inhibition above about 12%;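 further: human Keap1 Kelch domain with fluorescein labeled Nrf2 9mer peptide probe; 0% = neutral control wells and 100% = peptide positive control; higher means more block of Keap1 binding to Nrf2 peptide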
Target sequence (Q14145 whole entry, looked up, the tested form may be a part): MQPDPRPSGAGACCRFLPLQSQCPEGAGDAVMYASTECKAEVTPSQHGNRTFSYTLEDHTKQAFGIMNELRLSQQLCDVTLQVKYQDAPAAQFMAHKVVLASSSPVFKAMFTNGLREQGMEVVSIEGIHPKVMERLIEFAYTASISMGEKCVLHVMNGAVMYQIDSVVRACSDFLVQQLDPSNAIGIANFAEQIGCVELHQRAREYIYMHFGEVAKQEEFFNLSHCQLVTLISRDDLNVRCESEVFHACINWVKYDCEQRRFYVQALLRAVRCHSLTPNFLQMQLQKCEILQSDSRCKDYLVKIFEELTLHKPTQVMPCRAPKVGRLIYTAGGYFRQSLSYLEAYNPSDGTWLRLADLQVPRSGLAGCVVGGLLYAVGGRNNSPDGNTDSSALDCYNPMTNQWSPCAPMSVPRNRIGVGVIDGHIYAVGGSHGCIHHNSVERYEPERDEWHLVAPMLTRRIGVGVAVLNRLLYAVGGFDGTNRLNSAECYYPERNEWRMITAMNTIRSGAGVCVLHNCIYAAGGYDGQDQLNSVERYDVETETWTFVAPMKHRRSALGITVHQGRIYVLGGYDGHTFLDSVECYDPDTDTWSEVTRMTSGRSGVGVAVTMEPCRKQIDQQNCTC
PfHsp90 set2: growth inhibition of yeast expressing Plasmodium Hsp90 | 310,000 compounds, 0.32% hits | AID 504621 | inhibition, % at 9.4 µM | S. cerevisiae expressing PfHsp90, BacTiter-Glo ATP, 48 h; yeast lacking PDR1 and PDR3 efflux regulators;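 active means every replicate shows inhibition above about 80%, whatever the replicate mean, limit read from the data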;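 further: 0% = DMSO neutral controls and 100% = 20 µM radicicol positive controls; yeast relying on Plasmodium falciparum Hsp90 in place of its own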
Mot1-301 SUMO: SUMOylation pathway inhibition by Mot1-301 growth rescue; 320,000 compounds, 1% hits; growth rescue, % at 18.8 µM; AID 2716; S. cerevisiae Mot1-301 growth rescue, ATP luminescence, 38.5C; percent above DMSO median, 100 means doubled;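 active means every valid replicate shows activation above 250% relative to neutral control wells; inactive means the rest, any valid replicate at or below 250%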;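 further: OY570 slx delta 5 strain wells were the positive control but not used for scaling; some compounds called inactive have numbers as strong as hits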
CDK5 p35 inh: inhibitors of human CDK5/p35 kinase; Q00535+Q15078; Recombinant CDK5/p35, ADP-Glo luminescence, 60 min; inhibition, % at 10 µM; 330,000 compounds, 0.01% hits;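 active means highest replicate inhibition of at least 50% and at least 75% of replicates reaching 50%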;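 further: plate controls were DMSO neutral control for no effect and GW8510 at 10 µM for full effect; many of its hits are not listed in these tables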
C-LANA FP: blocks KSHV LANA C-terminal domain binding to DNA; MBP-C-LANA/FAM-LBS DNA binding, fluorescence polarization; inhibition, % at 9 µM; 340,000 compounds, 0.078% hits;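 active means highest replicate inhibition at or above 60% at 9 µM, even if other replicates fall short; inactive means all replicates below 60% inhibition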;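 further: 0% = neutral control wells and 100% = 4 µM acridine orange control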
NSD2 HMT inh: NSD2 (human) methyltransferase inhibition | O96028 | NSD2 peptide methylation, AlphaScreen, 120 min | inhibition, % at 12.5 µM | 310,000 compounds, 0.54% hits | AID 743445; in the data active means inhibition above about 50%
Cardiac RTF inh: cardiac RTF calcium desensitization; P19429+P45379; IANBD-labeled cardiac RTF, Ca2+ fluorescence; inhibition, % at 7.15 µM; 340,000 compounds, 0.12% hits; AID 493244;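 active means inhibition above the mean inhibition of all tested compounds plus 3 SD, cut at about 17% in these data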;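 further: assay run at fixed EC70 calcium of 1.6 mM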
dFosB activator: mouse delta FosB homodimer activation; P13346; purified delta FosB, TAMRA-CDK5 oligo fluorescence polarization; percent of positive-control signal above neutral wells; activation, % at 25 µM; 340,000 compounds, 0.99% hits;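 active means mean activation above about 17%, with every replicate also reaching it, limit read from the data, passing the limit was not always enough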;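 further: fluorescence polarization rise as delta FosB binds a TAMRA Cdk5 AP-1 oligo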
Target sequence (P13346 whole entry, looked up): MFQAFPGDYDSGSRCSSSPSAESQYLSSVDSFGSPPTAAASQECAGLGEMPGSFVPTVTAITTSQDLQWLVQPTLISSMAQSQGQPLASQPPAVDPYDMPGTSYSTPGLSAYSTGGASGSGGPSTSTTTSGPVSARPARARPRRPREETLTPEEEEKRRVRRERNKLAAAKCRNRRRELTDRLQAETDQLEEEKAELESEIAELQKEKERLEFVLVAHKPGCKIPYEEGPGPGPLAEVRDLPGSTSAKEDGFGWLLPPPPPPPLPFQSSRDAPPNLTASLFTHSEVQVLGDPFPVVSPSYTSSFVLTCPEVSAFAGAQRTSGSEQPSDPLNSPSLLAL
* = called active by the depositor; nt = not tested or not shown.

SMILES | Rtt109 Vps75 | PvdQ acylase | cardiac RTF act | Keap1 Nrf2 FP | PfHsp90 set2 | Mot1-301 SUMO | CDK5 p35 inh | C-LANA FP | NSD2 HMT inh | Cardiac RTF inh | dFosB activator
CCN(CC)S(=O)(=O)c1cccc2c(N(C)C)cccc12 | -5 | -14 | -4 | -1 | 5 | 2 | -0.8 | 0.0 | -2 | -11 | 0
O=C(N[C@@H](Cc1ccc(O)cc1)C(=O)O)C(c1ccccc1)c1ccccc1 | -15 | -6 | 5 | 3 | -1 | -11 | 4.0 | 1.4 | nt | 7 | 0
CC(CCc1ccccc1)NC(=O)COC(=O)c1ccccc1O (configuration not stated) | -10 | -19 | 5 | -1 | 4 | -6 | -0.9 | -1.0 | -3 | -8 | -3
O=C(NCc1ccccc1)C(c1ccco1)N(C(=O)c1csnn1)c1ccccc1 (configuration not stated) | 2 | 3 | -4 | 1 | -4 | 139 | 0.1 | 0.8 | 5 | -12 | -12
Cc1cc(=S)cc(C)n1CCCO | 0 | 1 | 3 | -10 | 2 | 4 | 2.4 | -1.8 | 8 | 1 | 3
Cc1nn(C(C)C(=O)NCc2ccccc2F)c(=O)c2nn(-c3ccccc3)c(C)c12 (configuration not stated) | -2 | -11 | -2 | 2 | 18 | 7 | 0.1 | -0.7 | -2 | -5 | 0
COc1ccc(-c2noc(CCCC(=O)NC3CCCC3)n2)cc1OC | -14 | -7 | -2 | 0 | 6 | -2 | 0.0 | -0.7 | -4 | 3 | -3
O=C(NCc1ccc2c(c1)OCO2)C(=O)NCC1CCCO1 (configuration not stated) | -8 | -2 | -9 | 2 | -18 | 8 | 0.9 | 0.5 | 2 | 1 | 3
COc1cccc(/C=N/NC(=O)c2c(-c3ccccc3)noc2C)c1 | nt | -3 | 0 | -6 | 9 | 5 | -0.6 | 1.0 | 0 | 5 | -6
O=C(Nc1nccs1)c1csc2c1CCCC2 | -3 | -5 | -4 | 3 | -10 | -9 | 0.5 | -0.7 | -5 | -8 | -2
O=C(O)CCn1c(SCCOc2ccccc2)nc2ccccc21 | 0 | -3 | -1 | 1 | -5 | 14 | -0.5 | 3.6 | 0 | 2 | 3
CC1(C)Cc2ccccc2C(C(Cc2ccccc2)C(N)=O)=N1 (configuration not stated) | 5 | -3 | 13 | -1 | -34 | 88 | -0.6 | -3.6 | nt | -5 | -9
N#Cc1ccc(CN2CCN(C(=O)CCNS(=O)(=O)c3ccc(F)c(Cl)c3)CC2)cc1 | 23 | 9 | -4 | -3 | nt | 10 | 1.9 | 1.5 | 9 | 5 | -2
O=C(NCc1cc([N+](=O)[O-])ccc1O)c1cc(-c2ccncc2)nc2ccccc12 | -5 | -6 | -4 | -4 | -26 | -5 | 2.1 | 0.5 | 5 | -10 | 4
COc1ccccc1NC(=O)CSc1ccc2nnc(-c3cccnc3)n2n1 | 9 | -10 | -2 | -6 | 3 | -16 | -5.2 | 1.3 | nt | -3 | -10
Cc1cc(C)n(CC(O)COc2c(C)cccc2C)n1 (configuration not stated) | -8 | -6 | -5 | 1 | -1 | -20 | -0.1 | 0.6 | 55* | -2 | -4
O=C1NC[C@H](CC2CCCCC2)N(CC2CCCCC2)C1=O | -2 | -13 | 15 | -4 | -29 | 14 | -0.8 | -2.2 | nt | -5 | -3
c1csc(CNc2nc(-c3cccs3)nc3ccccc23)c1 | 0 | -3 | 3 | -2 | -8 | 21 | -2.2 | 0.7 | 7 | -12 | -1
CC1(C)CC[C@]2(C(=O)O)CC[C@]3(C)C(=CC[C@@H]4[C@@]5(C)CC[C@H](O)C(C)(C)[C@@H]5CC[C@]43C)[C@@H]2C1 | 1 | 0 | -1 | -3 | 2 | -20 | 0.3 | 1.5 | nt | 15 | -5
CCOC(=O)N1CCN(CC(O)c2c[nH]c3ccccc23)CC1 (configuration not stated) | -1 | -18 | 2 | -1 | -3 | -17 | 1.3 | 0.8 | 0 | -2 | 3
CCC(CC)C(=O)Nc1ccccc1NC(C)=O | 0 | 9 | 5 | 1 | 3 | 463 | -0.5 | -1.2 | -2 | 9 | 0
CCOc1cc(C(=O)OCC(=O)c2cc(C)n(CC3CCCO3)c2C)ccc1OCC(=O)N1CCOCC1 (configuration not stated) | 9 | 1 | -3 | 1 | 5 | -5 | -0.7 | 0.7 | 0 | 0 | -3
O=c1c2ccccc2nc2n1C(CSCc1ccc(Cl)cc1)CS2 (configuration not stated) | -8 | -10 | -1 | 1 | nt | -1 | 0.8 | -0.2 | 0 | -12 | -10
CCOc1ccc(NC(=O)CN(C)C(=O)CCN2C(=O)C3CC=CCC3C2=O)cc1OCC (configuration not stated) | 1 | 17 | 2 | 1 | -13 | 0 | 0.2 | 1.6 | 2 | 2 | -7
O=C(N/N=C/c1cccc(O)c1)c1cc(C2CC2)nc2ccccc12 | 4 | -11 | -6 | -4 | -33 | -12 | -0.3 | 2.6 | 36 | -7 | -15
Cc1ccc(S(=O)(=O)N2CCC(=O)N(CCOC(=O)Nc3ccccc3C)CC2)cc1 | 4 | -9 | 6 | 1 | 2 | 4 | -1.0 | 1.7 | nt | 2 | 0
CCC(C)NC(=O)C1CCC(CNS(=O)(=O)c2ccc3c(c2)CC(C)N3C(=O)C2CC2)CC1 (configuration not stated) | 11 | -2 | -4 | 4 | 8 | 7 | -0.6 | 0.7 | -3 | 2 | -9
CCOC(=O)Cn1c(=O)n(CC(=O)OCC)c2ccccc21 | -6 | -13 | -3 | 2 | -7 | -3 | -0.3 | 1.7 | -4 | 2 | -5
S=c1[nH]nc(-c2cc(-c3ccco3)[nH]n2)n1-c1ccccc1Cl | 19 | -7 | 2 | 0 | -20 | 20 | 5.4 | 2.7 | nt | -1 | -13
CC(OC(=O)CN(C)S(=O)(=O)c1ccc(Cl)cc1)C(=O)Nc1ccc(N2CCOCC2)cc1 (configuration not stated) | -8 | -12 | -1 | 5 | -14 | nt | 1.1 | -1.4 | -1 | 9 | 1
O=C(CN1CCOCC1)Nc1cccc([N+](=O)[O-])c1 | nt | 6 | 5 | -1 | -6 | 3 | 2.5 | 0.1 | -2 | -5 | -1
c1ccc2c(c1)OCCc1c-2[nH]c2ccccc12 | 9 | -6 | -4 | nt | -66 | 34 | -1.0 | nt | 4 | 8 | 2
O=C(COC(=O)c1cccc(C(F)(F)F)c1)NC(=O)NC1CCCC1 | 1 | -13 | -1 | -2 | 15 | -5 | 0.7 | -0.5 | -1 | -5 | -7
N#Cc1ccccc1OCC(=O)OCC(=O)NC1CCS(=O)(=O)C1 (configuration not stated) | 17 | -2 | -5 | -2 | 17 | -10 | 1.3 | 1.2 | -2 | 3 | -1
O=C(NC1CCCCC1)N1CCCCCCC1 | 4 | 3 | -6 | -2 | 3 | 8 | 0.6 | 1.4 | 0 | -1 | -1
Cc1ccc(N(CC(=O)N2CCOCC2)S(C)(=O)=O)cc1Cl | 7 | 1 | 2 | 0 | 0 | 2 | -2.3 | -0.4 | 0 | 0 | 3
C=CCn1c2ccccc2c2nn(C)c(=S)nc21 | 5 | -21 | 7 | -3 | 0 | 601 | -1.7 | 0.9 | -2 | 4 | -10
O=C(Nc1cccc(Br)c1)c1ccccc1-c1ccccc1 | 7 | -4 | -5 | 4 | -18 | -2 | 0.1 | 0.5 | -5 | 0 | -8
CC(C)(C)c1ccc(C(=O)CSc2n[nH]c(=O)[nH]c2=O)cc1 | 3 | -12 | 1 | -5 | -2 | 29 | -0.5 | -0.1 | 1 | 2 | -7
O=C(NCc1cn(-c2ccccc2)nc1-c1ccccc1)c1ccc([N+](=O)[O-])cc1 | 1 | -14 | 8 | -2 | 3 | 20 | -1.2 | 1.3 | 0 | -22 | -4

Whole records, looked up by structure:
O=C(CN1CCOCC1)Nc1cccc([N+](=O)[O-])c1 is listed as Rtt109 Vps75 = nt; PvdQ acylase = 6; cardiac RTF act = 5; Keap1 Nrf2 FP = -1; PfHsp90 set2 = -6; Mot1-301 SUMO = 3; CDK5 p35 inh = 2.5; C-LANA FP = 0.1; NSD2 HMT inh = -2; Cardiac RTF inh = -5; dFosB activator = -1
O=C(Nc1cccc(Br)c1)c1ccccc1-c1ccccc1 is listed as Rtt109 Vps75 = 7; PvdQ acylase = -4; cardiac RTF act = -5; Keap1 Nrf2 FP = 4; PfHsp90 set2 = -18; Mot1-301 SUMO = -2; CDK5 p35 inh = 0.1; C-LANA FP = 0.5; NSD2 HMT inh = -5; Cardiac RTF inh = 0; dFosB activator = -8

The list continues.
SMILES | Rtt109 Vps75 | PvdQ acylase | cardiac RTF act | Keap1 Nrf2 FP | PfHsp90 set2 | Mot1-301 SUMO | CDK5 p35 inh | C-LANA FP | NSD2 HMT inh | Cardiac RTF inh | dFosB activator
CCCC(=O)NC(Nc1ccc(S(=O)(=O)Nc2cc(C)on2)cc1)(C(=O)OCC)C(F)(F)F (configuration not stated) | 5 | -11 | 6 | -1 | nt | 27 | 1.5 | 0.1 | -4 | -8 | 3
O=C(c1ccco1)N1CCN(Cc2nc(-c3cccs3)no2)CC1 | -1 | -13 | 0 | 0 | -9 | -13 | -0.1 | 1.0 | -1 | -3 | 10
Cc1cc(NC(=O)CN2CCOCC2)n(-c2ccccc2)n1 | -8 | -11 | nt | 1 | -1 | 11 | 1.4 | 0.2 | -2 | nt | -2
O=C(COC(=O)c1ccc(O)cc1)NCC1COc2ccccc2O1 (configuration not stated) | 0 | 20 | -1 | 0 | nt | -23 | 0.2 | 1.8 | 1 | 1 | 1
CCOc1ccc2nc(SCC(=O)NCc3ccccc3OC)[nH]c2c1 | -2 | -6 | 1 | -2 | 13 | -3 | -1.1 | -1.8 | -2 | -4 | -11
Cc1ccc(Nc2ccc(NCc3ccccc3)nn2)cc1C | 3 | 0 | -4 | -1 | -59 | 7 | -0.1 | 4.2 | 1 | 4 | 9
C=CCn1c(SCC(=O)NCCc2ccccc2)nc2c([nH]c3ccccc32)c1=O | -3 | -14 | 3 | -3 | 0 | -5 | -2.6 | -0.2 | 1 | -4 | -3
CC1CCc2c(C(=O)N3CCN(S(=O)(=O)c4cccs4)CC3)csc2C1 (configuration not stated) | nt | -7 | -2 | -4 | nt | -4 | 1.2 | -0.8 | 2 | 2 | -13
Cc1nc2sc(C(c3ccc(Cl)cc3)N3CCN(CCO)CC3)c(O)n2n1 (configuration not stated) | -1 | -11 | 10 | -9 | 7 | 2 | -0.3 | -0.5 | nt | 0 | 1
Cc1ccc(N2C(=O)Nc3cc(Cl)c(Cl)cc3N2O)cc1Cl | 0 | -5 | -1 | 6 | -1 | -3 | 2.6 | 2.4 | -2 | -9 | -7
Cc1ccc(N2CCN(C(=O)N3CCOCC3)CC2)cc1C | -2 | -3 | 5 | -4 | -5 | -2 | -1.5 | 0.6 | 1 | -11 | -4
COc1cc(C=O)ccc1OCCOc1ccccc1[N+](=O)[O-] | 15 | 8 | 5 | 0 | 5 | -1 | -0.5 | 0.6 | 0 | 0 | 1
Nc1ccc(C(=O)Nc2ccc3c(O)cc(S(=O)(=O)O)cc3c2)cc1 | 10 | -6 | 3 | -15 | nt | nt | -0.4 | 116* | 8 | -7 | -8
